SR-BI uptake up: activators of SR-BI mediated HDL lipid uptake; AID 504775; CHO ldlA[mSR-BI] cells, DiI-HDL uptake fluorescence, 3 h; 100 = double the neutral-control signal; 0.096% of 320,000 active; activation, % at 12.5 µM;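 active = mean replicate activation of at least 60% and every replicate at or above 60%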;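 note: 0% = median plate neutral-control signal and 100% = twice that signal; values of inactives mirror those of a sister screen read the other way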
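Assay system: LDL receptor-deficient CHO ldlA cells overexpressing murine SR-BI / Medium: BSA-supplemented, HEPES-buffered Ham's F12, pH 7.4 / Probe or stimulus: DiI-labelled HDL at 10 µg/mL final / Timing: compound with DiI-HDL co-incubation, 3 h at 37 °C / Technique: bottom-read cell fluorescence after medium removal, ex 550/em 595 nm / Measure: HDL uptake via cellular fluorescence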
PKA-R1A activ: PKA-R1A complex activation | 0.083% of 340,000 active | AID 504707 | PKA-R1A dissociation, Cy5-IP20 fluorescence polarization; scaled: DMSO 0%, 113 µM cGMP 100% | activation, % at 11.4 µM | P00514+P68181;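 active = percent activation above the mean of all tested compounds plus 3 SD, cut at about 19% in these data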;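 note: higher means more PKAc released from R1A so a rise in polarization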
CDK5 p35 inh: CDK5/p35 (human) kinase inhibition; Q00535+Q15078; Recombinant CDK5/p35, ADP-Glo luminescence, 60 min; inhibition, % at 10 µM; 0.01% of 330,000 active; AID 488839;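 active = highest replicate inhibition of at least 50% and at least 75% of replicates reaching 50%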;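 note: plate controls were DMSO neutral control for no effect and GW8510 at 10 µM for full effect; many of its hits are not listed in these tables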
Target sequence (Q00535 whole entry, looked up): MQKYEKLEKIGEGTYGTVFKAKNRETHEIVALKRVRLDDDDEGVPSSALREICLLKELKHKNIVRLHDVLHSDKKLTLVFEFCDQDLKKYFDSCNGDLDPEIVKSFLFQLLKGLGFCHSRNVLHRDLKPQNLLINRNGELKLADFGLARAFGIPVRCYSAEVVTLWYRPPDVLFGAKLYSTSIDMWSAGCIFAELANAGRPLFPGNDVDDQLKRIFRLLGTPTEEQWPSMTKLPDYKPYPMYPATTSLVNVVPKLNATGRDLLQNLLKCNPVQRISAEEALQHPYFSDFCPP
Target sequence (Q15078 whole entry, looked up): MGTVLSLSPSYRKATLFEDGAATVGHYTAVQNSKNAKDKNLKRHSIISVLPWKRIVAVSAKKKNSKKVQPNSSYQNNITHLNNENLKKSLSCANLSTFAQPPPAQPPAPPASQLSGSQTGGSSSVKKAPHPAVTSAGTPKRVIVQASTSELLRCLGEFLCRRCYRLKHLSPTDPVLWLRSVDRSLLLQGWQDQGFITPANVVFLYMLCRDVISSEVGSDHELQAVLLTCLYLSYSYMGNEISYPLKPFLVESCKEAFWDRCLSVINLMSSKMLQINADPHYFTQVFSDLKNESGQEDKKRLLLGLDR
Arr AP2 block: inhibitors of human beta-arrestin and AP2 interaction. FITC-arrestin peptide / GST-AP2 beads, flow cytometry; AP2 beta2 appendage carries R879A mutation. inhibition, % at 10 µM. 0.31% of 340,000 active;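 active = inhibition above a set limit, near 3 SD of compounds lacking own fluorescence, cut at about 54% in these data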;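 note: plate controls were DMSO wells for no effect and 5 µM unlabelled arrestin peptide for full effect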
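System: GST-AP2 R879A glutathione beads. Medium: PBS with 0.05% Tween 20 and 0.1% BSA. Also added: FITC-arrestin peptide, 50 nM. Incubation: 12 min plus 1 h, RT. Measured by: high-throughput flow cytometry of beads, ex 488, em 535 nm. Evaluation: percent drop in bead-associated FITC signal.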
NSD2 HMT inh: NSD2 (human) methyltransferase inhibition; NSD2 peptide methylation, AlphaScreen, 120 min; AID 743445; 0.54% of 310,000 active; inhibition, % at 12.5 µM; in the data active = inhibition above about 50%
DSG3 Ab inh: human desmoglein-3 autoantibody binding inhibition | AID 588358 | 0.48% of 310,000 active | P32926 | binding (percent of control), % at 10 µM | DSG3-coupled beads, scFv-anti-DSG3-GFP binding, flow cytometry; stronger effect = lower value;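 active = binding more than 3 SD below its plate's average and above zero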;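 note: hits lower antibody fragment binding to DSG3; some compounds called inactive have numbers as strong as hits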
SR-BI HDL uptake: mouse SR-BI HDL lipid transfer inhibition. Q61009. ldlA[mSR-BI] CHO cells, DiI-HDL uptake fluorescence, 3 h. inhibition, % at 12.5 µM. 0.96% of 320,000 active;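 active = mean replicate inhibition of at least 70% and a set share of replicates each scoring 70 or more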;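 note: 0% = median of neutral control wells and 100% = median of positive control wells; values of inactives mirror those of a sister screen read the other way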
dFosB activator: activators of mouse delta FosB homodimer; 0.99% of 340,000 active; purified delta FosB, TAMRA-CDK5 oligo fluorescence polarization; percent of positive-control signal above neutral wells; P13346; activation, % at 25 µM;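 active = mean activation above about 17%, with every replicate also reaching it, limit read from the data, passing the limit was not always enough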;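 note: fluorescence polarization rise as delta FosB binds a TAMRA Cdk5 AP-1 oligo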
SUMO Mot1 rescue: inhibitors of SUMOylation pathway: yeast Mot1-301 growth rescue. S. cerevisiae Mot1-301 growth rescue, ATP luminescence, 38.5C; percent above DMSO median, 100 means doubled. growth rescue, % at 18.8 µM. 1% of 320,000 active. AID 2716;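 active = every valid replicate shows activation above 250% relative to neutral control wells; inactive = the rest, any valid replicate at or below 250%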;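 note: OY570 slx delta 5 strain wells were the positive control but not used for scaling; some compounds called inactive have numbers as strong as hits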
MITF TRPM1 HTS: activators of MITF-driven TRPM1 promoter activity in SK-MEL-5 cells; SK-MEL-5 TRPM1-promoter luciferase, 24 h; % of positive control, neutral wells = 0; activation, % at 12.5 µM; 0.75% of 300,000 active;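 active = mean activation of at least 80% with every replicate also reaching 80%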;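 note: 0% = neutral control wells and 100% = parthenolide positive control wells; values of inactives mirror those of a sister screen read the other way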
PKA-R2B act: PKA-R2B complex activation; P22694+P31323; PKA-R2B holoenzyme dissociation, Cy5-IP20 fluorescence polarization; R2B truncated from residue 108, S112A mutant; 0% DMSO only, 100% 113 µM cGMP; activation, % at 11.4 µM; 0.079% of 340,000 active;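 active = activation above a cutoff set at the mean over all compounds plus 3 SD, cut at about 18% in these data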;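 note: higher means more holoenzyme dissociation and a rise in polarization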
Target sequence (P31323 whole entry, looked up, other chains not shown, the tested form may be a part): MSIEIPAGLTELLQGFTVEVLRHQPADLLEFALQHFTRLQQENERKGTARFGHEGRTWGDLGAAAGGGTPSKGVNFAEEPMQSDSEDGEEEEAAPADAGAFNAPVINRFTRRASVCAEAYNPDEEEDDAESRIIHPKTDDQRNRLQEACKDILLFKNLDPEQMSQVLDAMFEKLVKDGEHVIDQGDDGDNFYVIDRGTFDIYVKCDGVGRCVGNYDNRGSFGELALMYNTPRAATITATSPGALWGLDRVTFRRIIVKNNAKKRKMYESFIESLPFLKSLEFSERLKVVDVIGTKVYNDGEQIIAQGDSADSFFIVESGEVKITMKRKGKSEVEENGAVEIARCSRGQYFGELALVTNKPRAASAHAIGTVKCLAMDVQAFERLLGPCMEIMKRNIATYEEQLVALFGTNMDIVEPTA
The depositor's hits bear a star.

Results for O=C(Cc1cccs1)N=Nc1c(O)[nH]c2ccc(Br)cc12 ?
SR-BI uptake up: -2; PKA-R1A activ: -12; CDK5 p35 inh: -0.9; Arr AP2 block: 1; DSG3 Ab inh: 102; SR-BI HDL uptake: 2; dFosB activator: -9; SUMO Mot1 rescue: 2; MITF TRPM1 HTS: -5; PKA-R2B act: -15

What do the screens show for `CN1CCC(N(C)C(=O)c2ccc(Cl)c(S(=O)(=O)N3CCOCC3)c2)CC1`?
SR-BI uptake up: -2; PKA-R1A activ: -3; CDK5 p35 inh: 2.1; Arr AP2 block: -7; NSD2 HMT inh: -4; DSG3 Ab inh: 106; SR-BI HDL uptake: 2; dFosB activator: 0; MITF TRPM1 HTS: 8; PKA-R2B act: -6

How did Clc1ccc(C[n+]2cc(-c3ccccc3)n3c2CCC3)cc1Cl do in these assays?
SR-BI uptake up: -18; PKA-R1A activ: -9; CDK5 p35 inh: 0.7; Arr AP2 block: 26; NSD2 HMT inh: 1; DSG3 Ab inh: 102; SR-BI HDL uptake: 18; dFosB activator: 3; SUMO Mot1 rescue: 19; MITF TRPM1 HTS: -41; PKA-R2B act: -1

How did C=CCn1c(=NC(=O)c2ccco2)sc2cc(C(=O)OC)ccc21 do in these assays?
SR-BI uptake up: -67; PKA-R1A activ: 8; CDK5 p35 inh: 1.5; Arr AP2 block: 34; NSD2 HMT inh: -1; DSG3 Ab inh: 109; SR-BI HDL uptake: 67; dFosB activator: -17; SUMO Mot1 rescue: -4; MITF TRPM1 HTS: 6; PKA-R2B act: 1

What do the screens show for `O=C(O)C1CCN(S(=O)(=O)c2cccc3cccnc23)CC1`?
SR-BI uptake up: 12; PKA-R1A activ: -8; CDK5 p35 inh: -0.1; Arr AP2 block: 8; NSD2 HMT inh: -3; DSG3 Ab inh: 95; SR-BI HDL uptake: -12; dFosB activator: -6; SUMO Mot1 rescue: -1; MITF TRPM1 HTS: 6; PKA-R2B act: 7

What do the screens show for `Cc1ccccc1C(=O)c1cccn1CC(=O)NC(C)c1ccc2c(c1)OCCO2` (configuration not stated)?
SR-BI uptake up: -22; PKA-R1A activ: -10; CDK5 p35 inh: 0.6; Arr AP2 block: -6; NSD2 HMT inh: 2; DSG3 Ab inh: 104; SR-BI HDL uptake: 22; dFosB activator: -5; SUMO Mot1 rescue: 3; MITF TRPM1 HTS: -2; PKA-R2B act: -7

How did O=C1CCCC2=C1C(c1ccncc1)n1c(nc3ccccc31)N2 (configuration not stated) do in these assays?
SR-BI uptake up: 11; PKA-R1A activ: -13; CDK5 p35 inh: -3.0; Arr AP2 block: 3; NSD2 HMT inh: -1; DSG3 Ab inh: 99; SR-BI HDL uptake: -11; dFosB activator: 1; SUMO Mot1 rescue: 4; MITF TRPM1 HTS: -5; PKA-R2B act: -3

Results for COc1cc(C2=NOC(C(=O)NCc3ccc(F)cc3)C2)cc(OC)c1OC (configuration not stated) ?
SR-BI uptake up: 14; PKA-R1A activ: 3; CDK5 p35 inh: 0.4; Arr AP2 block: 3; NSD2 HMT inh: -1; DSG3 Ab inh: 98; SR-BI HDL uptake: -14; dFosB activator: -7; SUMO Mot1 rescue: -21; MITF TRPM1 HTS: -36; PKA-R2B act: 17

Results for CC(Sc1ncccn1)C(=O)Nc1ccc2c(c1)OCO2 (configuration not stated) ?
SR-BI uptake up: 28; PKA-R1A activ: -13; CDK5 p35 inh: -0.5; Arr AP2 block: -8; NSD2 HMT inh: 0; SR-BI HDL uptake: -28; dFosB activator: 3; SUMO Mot1 rescue: 201; MITF TRPM1 HTS: 5; PKA-R2B act: -18

How did O=C(CCc1nc(-c2cccs2)no1)NCc1ccc(F)cc1Cl do in these assays?
SR-BI uptake up: -3; PKA-R1A activ: 3; CDK5 p35 inh: 1.4; Arr AP2 block: 6; DSG3 Ab inh: 102; SR-BI HDL uptake: 3; dFosB activator: -3; SUMO Mot1 rescue: 2; MITF TRPM1 HTS: 3; PKA-R2B act: -3

Results for COc1cc2c(cc1OC)C(C(=O)NC(C)c1ccccc1)CC(=O)N2 (configuration not stated) ?
SR-BI uptake up: -1; PKA-R1A activ: 1; CDK5 p35 inh: 1.5; Arr AP2 block: 7; NSD2 HMT inh: -2; DSG3 Ab inh: 101; SR-BI HDL uptake: 1; dFosB activator: -4; SUMO Mot1 rescue: -10; MITF TRPM1 HTS: -3; PKA-R2B act: -6

How did COc1ccccc1C(O)(C(=O)NN(C(=O)c1ccccc1)c1ccccc1C)c1cccs1 (configuration not stated) do in these assays?
SR-BI uptake up: 3; PKA-R1A activ: -16; CDK5 p35 inh: -0.2; Arr AP2 block: 11; NSD2 HMT inh: -1; DSG3 Ab inh: 112; SR-BI HDL uptake: -3; dFosB activator: -7; SUMO Mot1 rescue: 11; PKA-R2B act: 2

How did COc1ccc(C(CC(=O)c2ccccc2)CC(=O)c2ccccc2)cc1 do in these assays?
SR-BI uptake up: -3; PKA-R1A activ: -5; CDK5 p35 inh: 1.0; Arr AP2 block: 14; NSD2 HMT inh: -2; DSG3 Ab inh: 112; SR-BI HDL uptake: 3; dFosB activator: -2; SUMO Mot1 rescue: 0; PKA-R2B act: -11

Results for COc1ccccc1C(=O)C1CCCN(C(=O)c2cccnc2SC)C1 (configuration not stated) ?
SR-BI uptake up: -10; PKA-R1A activ: -5; CDK5 p35 inh: 1.7; Arr AP2 block: -14; NSD2 HMT inh: -2; DSG3 Ab inh: 106; SR-BI HDL uptake: 10; dFosB activator: -11; SUMO Mot1 rescue: -19; MITF TRPM1 HTS: 10; PKA-R2B act: -1

How did CCN(c1ccccc1)S(=O)(=O)c1ccc(C(=O)N(CCCN(C)C)c2nc3c(C)cccc3s2)cc1 do in these assays?
SR-BI uptake up: 9; PKA-R1A activ: 1; CDK5 p35 inh: 2.1; Arr AP2 block: 29; NSD2 HMT inh: 3; DSG3 Ab inh: 89; SR-BI HDL uptake: -9; dFosB activator: 7; SUMO Mot1 rescue: 1; MITF TRPM1 HTS: 3; PKA-R2B act: -6

Results for CCc1ccc(CN2CCN(c3ncccn3)CC2)cc1 ?
SR-BI uptake up: -11; PKA-R1A activ: 6; CDK5 p35 inh: -1.5; Arr AP2 block: 9; NSD2 HMT inh: 1; DSG3 Ab inh: 102; SR-BI HDL uptake: 11; dFosB activator: -8; SUMO Mot1 rescue: 0; MITF TRPM1 HTS: 10; PKA-R2B act: 7

How did Cc1ccc(NC(=O)COC(=O)C2=NNC(=O)CC2)c(Br)c1 do in these assays?
SR-BI uptake up: 11; PKA-R1A activ: 1; CDK5 p35 inh: -0.8; Arr AP2 block: -5; NSD2 HMT inh: -2; DSG3 Ab inh: 98; SR-BI HDL uptake: -11; dFosB activator: -5; SUMO Mot1 rescue: -4; MITF TRPM1 HTS: 5; PKA-R2B act: -12

What do the screens show for `C=C(C)C1CC=C(C)/C(=N/NC(=O)COc2ccc(C)cc2)C1` (configuration not stated)?
SR-BI uptake up: -12; PKA-R1A activ: 4; CDK5 p35 inh: -0.2; Arr AP2 block: -12; NSD2 HMT inh: -1; DSG3 Ab inh: 106; SR-BI HDL uptake: 12; dFosB activator: -7; SUMO Mot1 rescue: 7; MITF TRPM1 HTS: 0; PKA-R2B act: -11

What do the screens show for `CCOC(=O)Nc1ccc(C)cc1Br`?
SR-BI uptake up: -12; PKA-R1A activ: -8; CDK5 p35 inh: -0.5; Arr AP2 block: -14; NSD2 HMT inh: -3; SR-BI HDL uptake: 12; dFosB activator: -2; SUMO Mot1 rescue: -6; MITF TRPM1 HTS: 9; PKA-R2B act: 0

Results for CCOc1ccc(-c2cc(CCCC(=O)NCCC(C)C)no2)cc1 ?
SR-BI uptake up: -10; PKA-R1A activ: 1; CDK5 p35 inh: -0.4; Arr AP2 block: 0; NSD2 HMT inh: 0; DSG3 Ab inh: 100; SR-BI HDL uptake: 10; dFosB activator: -6; SUMO Mot1 rescue: -1; MITF TRPM1 HTS: -8; PKA-R2B act: -3

What do the screens show for `CCOC(=O)[C@H](C)N1[C@H](C)[C@H](c2ccccc2)Oc2ccc(Cl)cc2S1(=O)=O`?
PKA-R1A activ: 1; CDK5 p35 inh: -0.2; Arr AP2 block: -11; DSG3 Ab inh: 98; dFosB activator: -11; MITF TRPM1 HTS: 1; PKA-R2B act: 3

What do the screens show for `O=C(CN(Cc1ccccc1Cl)C(=O)CN1C(=O)CSc2ccccc21)NC1CC1`?
SR-BI uptake up: -2; PKA-R1A activ: 6; CDK5 p35 inh: -0.2; Arr AP2 block: 12; NSD2 HMT inh: 1; DSG3 Ab inh: 103; SR-BI HDL uptake: 2; dFosB activator: -3; SUMO Mot1 rescue: 99; MITF TRPM1 HTS: -5; PKA-R2B act: 0

How did CC1=CS/C(=C(/C#N)C(=O)N2CCOCC2)N1c1ccccc1 do in these assays?
SR-BI uptake up: 10; PKA-R1A activ: 10; CDK5 p35 inh: -1.1; Arr AP2 block: 3; NSD2 HMT inh: -3; DSG3 Ab inh: 98; SR-BI HDL uptake: -10; dFosB activator: -8; SUMO Mot1 rescue: -2; MITF TRPM1 HTS: 11; PKA-R2B act: 5

Not a retest: an excerpt of the list.
Results for O=C(Cc1cccs1)N=Nc1c(O)[nH]c2ccc(Br)cc12 ?
SR-BI uptake up: -2; PKA-R1A activ: -12; CDK5 p35 inh: -0.9; Arr AP2 block: 1; DSG3 Ab inh: 102; SR-BI HDL uptake: 2; dFosB activator: -9; SUMO Mot1 rescue: 2; MITF TRPM1 HTS: -5; PKA-R2B act: -15

What do the screens show for `CN1CCC(N(C)C(=O)c2ccc(Cl)c(S(=O)(=O)N3CCOCC3)c2)CC1`?
SR-BI uptake up: -2; PKA-R1A activ: -3; CDK5 p35 inh: 2.1; Arr AP2 block: -7; NSD2 HMT inh: -4; DSG3 Ab inh: 106; SR-BI HDL uptake: 2; dFosB activator: 0; MITF TRPM1 HTS: 8; PKA-R2B act: -6

Bioassay records (PubChem)

Hits appear at their usual frequency; about 4.7% have a hit in one of these screens.
